# MEKK2wt PB1 HTS: modulators of MEK5 binding to wildtype MEKK2, primary screen, biochemical, multiplex bead flow cytometry, Alexa488-MEK5; Alexa488-MEK5 binding to MEKK2 WT; actives lie on both sides; binding response (% of control), % at 10 µM; hit rate 1.1% among 290,000; AID 1531, 2009; in the data active means binding response below about 67% or above about 130%
# PfM18AAP inh: PfM18AAP inhibitors, malaria aminopeptidase, primary screen, biochemical, QFRET, recombinant enzyme; M18 aspartyl aminopeptidase (Plasmodium falciparum 3D7); inhibition, % at 7.35 µM; hit rate 1.2% among 290,000; H-Glu-NHMec fluorogenic cleavage;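 active means inhibition above the campaign mean inhibition over all tested compounds plus 3 SD, cut at about 28% in these data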;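 further: 0% = plate median of test compound wells and 100% = 2 mM ZnCl2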
# NALP1 inh: NALP1 inflammasome inhibitors in reconstituted yeast, colorimetric, S. cerevisiae, triplicate retest | S. cerevisiae NALP1/ASC/caspase-1 growth, X-gal OD620, 72 h | inhibition, % at 10 µM | hit rate 0.61% among 280,000; in the data active means inhibition mostly above about 24%, no sharp cut-off; inactive means mostly below about 32%; further: some compounds called inactive have numbers as strong as hits
# GalR3 antag: GalR3 antagonists in HEK293 cells, primary screen, cell-based, fluorescence readout; HEK293 GalR3-CNG cAMP membrane potential fluorescence; galR3 body fused to GalR1 C-terminus; Galanin receptor type 3 (Homo sapiens), O60755; inhibition, % at 3 µM; hit rate 0.44% among 360,000; AID 651719, 2012;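 active means inhibition above the screen-wide average plus 3 SD, cut at about 13% in these data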;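 further: forskolin and galanin both at EC90 stimulate the cells; cAMP rise reported by CNG channel membrane potential dye signal; 0% = forskolin plus galanin with DMSO and 100% = forskolin alone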
# GPR7 antag: GPR7 receptor antagonists, primary screen, cell-based, fluorescence, single concentration | Neuropeptides B/W receptor type 1 (Homo sapiens), P48145 | GPR7-expressing cells, fluorescence antagonist assay | inhibition, % at 4.4 µM | hit rate 1.1% among 290,000; in the data active means inhibition above about 16%, passing the limit was not always enough;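 further: cells stimulated with the agonist NPW; 0% = agonist with vehicle and 100% = vehicle without agonist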
# Target sequence (P48145 whole entry, looked up): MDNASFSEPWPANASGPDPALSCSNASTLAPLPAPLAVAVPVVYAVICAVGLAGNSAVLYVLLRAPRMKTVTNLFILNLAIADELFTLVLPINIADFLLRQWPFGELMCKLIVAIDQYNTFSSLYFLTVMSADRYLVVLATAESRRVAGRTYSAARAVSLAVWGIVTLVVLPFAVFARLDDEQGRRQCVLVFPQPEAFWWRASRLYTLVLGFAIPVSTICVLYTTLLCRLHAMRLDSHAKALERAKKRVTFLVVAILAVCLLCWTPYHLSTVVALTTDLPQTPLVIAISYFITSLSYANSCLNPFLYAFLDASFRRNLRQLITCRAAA
# MEKK2 mut-MEK5: MEK5 binding signal on mutant MEKK2 PB1, primary screen, biochemical, multiplex bead flow cytometry, Alexa488-MEK5; Alexa488-MEK5 binding to MEKK2 mutant; percent response, % at 10 µM; hit rate 0.35% among 290,000; in the data active means percent response above about 24%, passing the limit was not always enough; further: inactives centre near 1; some results filed as inactive read as strong as hits
# OXTR agonist: human OXTR agonists, primary screen, fluorescence, CHO-OTR cells, Fluo-8 calcium | Oxytocin receptor (Homo sapiens), P30559 | Fluo-8 calcium fluorescence; normalized: DMSO 0%, oxytocin 100% | activation, % at 3 µM | hit rate 0.32% among 320,000 | AID 2435, 2010;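 active means activation above the mean of all tested compounds plus 3 SD, cutoff set per screening run, cut at about 20% in these data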;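 further: peak over basal fluorescence ratio from a 100 s FLIPR kinetic read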
# OXTR potentiator: human OXTR potentiators, primary screen, fluorescence, CHO-OTR cells, Fluo-8 calcium. Oxytocin receptor (Homo sapiens), P30559. Fluo-8 calcium fluorescence, potentiator mode; 0% = oxytocin EC15, 100% = EC100. activation, % at 3 µM. hit rate 0.061% among 320,000. AID 2445, 2010;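 active means activation above that plate's cutoff, the mean activation of tested compounds plus 3 SD, cut at about 6.6% in these data, passing the limit was not always enough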;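 further: 100% uses oxytocin at 75 nM as the full agonist control; some results filed as inactive read as strong as hits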
#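 Measured by – Fluo-8 calcium dye fluorescence · Test system – human OTR in CHO cells · Dosing – one concentration, 3.0 µM compound · Controls – EC15 oxytocin alone as 0%, 75 nM oxytocin as 100% · Evaluation – normalized max/min fluorescence ratio, % activation · Timing – 6 min pre-incubation, 100 s read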
# V1aR counter: agonists of human V1a receptor, primary screen, counter-screen for OXTR agonist project, fluorescence, CHO-V1R cells. Fluo-8 calcium fluorescence, agonist mode; 0% DMSO, 100% 3 nM vasopressin. hit rate 0.25% among 320,000. Vasopressin V1a receptor (Homo sapiens), P37288. activation, % at 3 µM. AID 2797, 2010;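 active means activation above the mean activation of all tested compounds plus 3 SD, per screening run, cut at about 20% in these data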;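 further: signal is peak over basal fluorescence ratio across a 100 second FLIPR read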
# Target sequence (P37288 whole entry, looked up): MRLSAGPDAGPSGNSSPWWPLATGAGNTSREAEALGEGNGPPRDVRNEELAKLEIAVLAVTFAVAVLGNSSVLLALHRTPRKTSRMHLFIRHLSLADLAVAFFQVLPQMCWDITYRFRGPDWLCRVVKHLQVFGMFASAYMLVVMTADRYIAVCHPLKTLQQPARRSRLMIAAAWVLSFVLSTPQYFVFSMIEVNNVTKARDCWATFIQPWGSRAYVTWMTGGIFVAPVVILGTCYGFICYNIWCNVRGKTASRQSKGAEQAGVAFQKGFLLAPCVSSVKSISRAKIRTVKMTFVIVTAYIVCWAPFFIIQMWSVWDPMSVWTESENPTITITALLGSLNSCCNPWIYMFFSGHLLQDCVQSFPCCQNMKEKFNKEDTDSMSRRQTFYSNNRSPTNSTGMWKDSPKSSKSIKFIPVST
# An asterisk follows results filed as active; x = not tested or not shown; & = joins results of further samples.
no.	mol	MEKK2wt PB1 HTS	PfM18AAP inh	NALP1 inh	GalR3 antag	GPR7 antag
1	COc1cc(C(=O)NCCc2ccc(S(=O)(=O)N3CCCC3)cc2)cc(OC)c1OC	95.0	-0.8	19.0	-5.3	-6.6
2	O=C(CCNC(=O)c1ccc([N+](=O)[O-])cc1)Nc1ccc(F)cc1	101.0	-0.6	16.7	-7.9	9.2
3	CCOC(=O)N1CCN(C(=O)Cn2ccc3c(OC)cccc3c2=O)CC1	103.0	-0.3	0.3	x	-12.9
4	COc1ccc(C)cc1NC(=O)C(OC(=O)CNC(=O)c1ccc(Br)cc1)c1ccccc1 (stereo unspecified)	109.0	0.7	32.7	-4.7	0.0
5	Cc1ccc(C)n1-c1cccc(C(=O)O)c1	80.0	x	-2.4	x	x
6	O=C(c1cnn2c(-c3ccccc3)cc(-c3ccccc3)nc12)N1CCN(Cc2ccccc2)CC1	x	x	x	-6.3	x
7	CC(C)C(=O)Nc1ccc([N+](=O)[O-])c(C(F)(F)F)c1	93.0&87.0	2.1	-0.3	-2.0	3.2
8	CC1Cc2ccccc2N1C(=O)Cn1c(=O)cc(O)c2ccccc21 (stereo unspecified)	99.0	3.5	-12.8	-6.5	-7.5

no.	MEKK2 mut-MEK5	OXTR agonist	OXTR potentiator	V1aR counter
1	-3.0	0.8	-1.2	-0.1
2	-3.0	0.5	-7.7	0.9
3	9.0	1.7	-1.8	0.6
4	0.0	-0.3	-3.6	0.7
5	-11.0	0.9	-4.1	0.6
6	x	-0.9	-7.8	-0.2
7	2.0&-13.0	9.3	-16.4	10.4
8	2.0	-1.5	-4.0	0.8

# Next section
no.	mol	MEKK2wt PB1 HTS	PfM18AAP inh	NALP1 inh	GalR3 antag	GPR7 antag
9	CCCCn1c(CNC(=O)CCC)nc2ccccc21	111.0	3.5	26.3	x	-8.4
10	CCN(CC)S(=O)(=O)c1cccc(C(=O)OCC(=O)NC(C)c2ccccc2)c1 (stereo unspecified)	101.0	-7.8	-5.2	-1.5	7.7
11	Cc1ccc(-c2noc(Cn3cc(S(=O)(=O)N4CCCC4)ccc3=O)n2)cc1	x	x	x	-3.6	x
12	CCOC(=O)c1c(=O)n(O)c2ccc(OC)cc2[n+]1[O-]	103.0	-7.9	-10.6	-2.5	-5.6
13	COc1cc(/C=C2\CCOC2=O)cc(OC)c1OC	85.0	4.6	16.6	-9.2	2.8
14	COc1ccc(NC(=O)C2CCCN(c3c4c(nc5ncnn35)CCC4)C2)cc1 (stereo unspecified)	102.0	0.8	18.2	-6.8	0.2
15	CCN(CC)C(=O)CS(=O)(=O)CC(=O)Nc1cc(OCCOC)c(Cl)cc1Cl	102.0	-3.4	0.8	-3.3	-10.7
16	O=C(CCNS(=O)(=O)c1ccccc1)NNC(=O)c1csc(N2CCOCC2)n1	x	x	x	0.8	x

no.	MEKK2 mut-MEK5	OXTR agonist	OXTR potentiator	V1aR counter
9	7.0	-1.0	3.6	-0.3
10	-4.0	-0.3	-4.9	0.4
11	x	3.0	-5.0	1.5
12	6.0	4.9	-21.3	6.2
13	-25.0	0.5	-7.3	0.1
14	7.0	-1.6	-2.8	-0.9
15	5.0	0.0	-23.7	0.2
16	x	-0.5	-2.5	1.4

# More records.
no.	mol	MEKK2wt PB1 HTS	PfM18AAP inh	NALP1 inh	GalR3 antag	GPR7 antag
17	CCn1c(CNc2ccc(F)cc2)nnc1SCC(=O)OC1CCCCC1	106.0	4.6	10.0	-4.8	-3.6
18	Cc1cccc(NC(=O)CCCCCN2C(=O)c3ccccc3C2=O)n1	101.0	-12.2	18.9	-4.6	-5.9
19	CC(C)(C)N/N=C/c1cc(Cl)cc([N+](=O)[O-])c1O	98.0	5.4	39.8	1.2	0.1
20	NC(=O)C1CC12c1ccccc1-c1ccccc12 (stereo unspecified)	95.0	12.8	-1.1	-4.7	-16.4
21	CCOc1ccc2oc(C(=O)N(C)CC(=O)Nc3ccc(OCC)c(OCC)c3)c(C)c2c1	x	x	x	-0.8	x
22	CSc1ncccc1C(=O)OCC(=O)Nc1ccc(Cl)cn1	x	x	x	-2.0	x
23	N#CCCn1cc(/C=N/O)c(-c2ccc(-c3ccccc3)cc2)n1	105.0	-9.9	2.5	-3.5	27.2*
24	O=C(NCC(=O)N(CC1CCCO1)C1(C(=O)NC2CCCC2)CCCCC1)c1ccccc1 (stereo unspecified)	102.0	-6.1	27.2	2.1	-4.8

no.	MEKK2 mut-MEK5	OXTR agonist	OXTR potentiator	V1aR counter
17	3.0	6.2	-5.6	3.0
18	-1.0	-1.0	-4.3	-0.4
19	-1.0	-0.2	-3.4	1.6
20	4.0	-0.2	-17.5	2.7
21	x	-0.6	1.8	-1.2
22	x	0.0	0.2	-0.7
23	4.0	2.4	-20.9	2.9
24	-1.0	-0.7	-5.0	0.5

# Going on with the list.
no.	mol	MEKK2wt PB1 HTS	PfM18AAP inh	NALP1 inh	GalR3 antag	GPR7 antag
25	CCC(=O)OCc1c(C(F)(F)F)nn(C)c1Oc1cccc(C(F)(F)F)c1	92.0	-6.5	15.9	0.3	-5.5
26	CCC(C)NC(=O)CSC1=Nc2ccccc2C2=NC(c3ccccc3)C(=O)N12 (stereo unspecified)	99.0	0.2	-4.4	-3.7	-8.8
27	Cc1ccc(Cn2cccc(NC(=O)NC3CCCCC3)c2=O)cc1	102.0	5.0	2.2	-8.3	3.2
28	COc1ccc(-n2c(=O)c3ccccc3n(CC(=O)OCc3ccccc3)c2=O)cc1OC	79.0	-2.2	8.8	-0.3	-6.3
29	Nc1c(-c2cccs2)cnn1-c1nc(-c2ccc(Cl)cc2Cl)cs1	96.0	6.1	19.9	-4.1	-5.2
30	CCCN1C(=O)CSC1=Nc1ccccc1	95.0	-7.5	0.3	-3.3	-8.1
31	COCC(=O)Nc1ccc(N2CCCC2)c(S(=O)(=O)Nc2ccccc2OC)c1	x	x	x	-8.0	x
32	COc1cccc2cc(C(=O)N3CCc4ccccc4C3)c(=O)oc12	102.0	-1.9	29.0	1.8	7.2

no.	MEKK2 mut-MEK5	OXTR agonist	OXTR potentiator	V1aR counter
25	-14.0	-2.2	0.1	-0.9
26	0.0	-0.9	-2.7	0.9
27	2.0	-2.1	-6.7	0.7
28	-26.0	0.4	-4.0	-0.4
29	-3.0	0.0	-10.3	0.2
30	-7.0	-1.4	2.9	-0.4
31	x	-0.5	-2.1	1.8
32	3.0	-0.9	-8.6	-0.4

# (listing goes on)
no.	mol	MEKK2wt PB1 HTS	PfM18AAP inh	NALP1 inh	GalR3 antag	GPR7 antag
33	Cc1cc(=O)[nH]c(N/N=C/c2ccccn2)n1	98.0	-9.8	19.3	1.2	1.3
34	CCc1nc(N2CCCC2C(=O)O)c2oc3ccccc3c2n1 (stereo unspecified)	72.0	3.3	-3.0	-1.4	-7.5
35	O=Cc1cnc(N2CCOCC2)nc1	94.0	4.9	7.7	-6.0	-0.8
36	Cc1ccc(N(CC(=O)NCC(O)c2ccccc2)S(=O)(=O)c2ccc(C)cc2)cc1 (stereo unspecified)	89.0	4.5	31.3	-7.6	20.4
37	CC(C)(C)OC(=O)N[C@@H](Cc1ccccc1)c1nnc(S(=O)(=O)Cc2ccccc2)o1	96.0	-153.1	-5.2	-0.3	17.4
38	COc1ccc(Cl)cc1C(=O)Nc1cccnc1	104.0	-10.5	22.7	-1.6	4.8
39	NC(=O)c1ccc(-n2c(CCC(=O)O)ccc2-c2cccs2)cc1	103.0	6.2	2.8	-2.6	0.3
40	Nc1nc(N2CCN(c3ccc(Cl)cc3)CC2)n[nH]1	106.0	7.8	5.9	-1.4	-6.4

no.	MEKK2 mut-MEK5	OXTR agonist	OXTR potentiator	V1aR counter
33	-3.0	1.4	-2.3	0.5
34	-19.0	0.1	-9.4	0.5
35	-3.0	0.5	0.3	0.3
36	-4.0	-0.9	-12.0	-1.2
37	0.0	-0.4	-6.6	0.6
38	4.0	-0.2	-10.9	0.9
39	10.0	-0.8	-7.7	1.0
40	4.0	0.2	0.0	0.5

# Additional entries
no.	mol	MEKK2wt PB1 HTS	PfM18AAP inh	NALP1 inh	GalR3 antag	GPR7 antag
41	CN1CCC[C@@H]1CCNC(=O)c1cccc2c1C(=O)c1ccc(N3CCCC3)cc1S2(=O)=O	x	x	x	-2.4	x
42	CC(C)NC(=O)CN1CCN(Cc2nc(C(c3ccccc3)c3ccccc3)no2)CC1	95.0	-0.3	2.2	-6.0	-5.2
43	CCOCCCNC(=O)N1CCOCC1	91.0	-0.3	-8.5	-2.7	-5.4
44	CS(=O)(=O)Oc1ccc2c(c1)O/C(=C\C=C\c1ccccc1)C2=O	79.0	3.6	x	-2.0	12.6
45	CCc1cccc(NS(=O)(=O)c2c(C)[nH]c(=O)[nH]c2=O)c1	103.0	-5.5	16.3	-1.1	-7.0
46	O=C(CC1Oc2ccccc2NC1=O)NCCCN1CCCC1=O (stereo unspecified)	104.0	1.5	-1.3	2.1	-3.2
47	O=[N+]([O-])c1ccc2c(c1)c(-c1ccccc1)nc1nncn12	84.0	5.3	-0.3	-6.0	-11.8
48	N#Cc1ccccc1OCC(=O)Nc1ccc2c(c1)OCCCO2	95.0	-11.3	-1.0	-8.4	-11.3

no.	MEKK2 mut-MEK5	OXTR agonist	OXTR potentiator	V1aR counter
41	x	3.5	-8.1	2.3
42	-8.0	3.4	-23.7	6.8
43	-10.0	1.2	-0.5	-0.4
44	-12.0	2.7	-10.5	2.5
45	1.0	x	x	x
46	3.0	0.5	3.9	2.8
47	-15.0	x	x	x
48	1.0	6.0	-8.1	3.0

# Screens as filed in PubChem.
